KB-V1 cytotox – KB-V1 MDR subline cytotoxicity; KB-V1 MDR cells viability, CellTiter-Glo, 72 h; Potency, µM (series often up to 46.1 µM), for inactives: at the top dose activity change, negative = cytotoxicity, usual class: cytotoxic; 3.4% of 400,000 active; further: potency means the concentration at half of the fitted maximal effect; on the % scale 0 is the no-effect control and ±100 the full control effect; nearly all actives have a fitted effect of over 60% in size
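KB-V1 cells (P-gp-expressing MDR subline of KB-3-1) in phenol-red-free DMEM with 10% FBS were exposed to library compounds over a concentration series for 72 h at 37 degrees C. Viability read by CellTiter-Glo luminescence; concentration-effect curves fitted after normalization.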
GLP-1R agonist – activates the human GLP-1 receptor; 0.007% of 380,000 active; Potency, µM (doses to about 45.6 µM), inactives show at the top dose activation, hits mostly activators; HEK293 GLP-1R CRE-luciferase, luminescence, 4-6 h; cells express a hypersensitive GLP-1R form; P43220; AID 624172; further: potency means the concentration at half of the fitted maximal effect; % of control where 0% means no effect
Target sequence (P43220 whole entry, looked up): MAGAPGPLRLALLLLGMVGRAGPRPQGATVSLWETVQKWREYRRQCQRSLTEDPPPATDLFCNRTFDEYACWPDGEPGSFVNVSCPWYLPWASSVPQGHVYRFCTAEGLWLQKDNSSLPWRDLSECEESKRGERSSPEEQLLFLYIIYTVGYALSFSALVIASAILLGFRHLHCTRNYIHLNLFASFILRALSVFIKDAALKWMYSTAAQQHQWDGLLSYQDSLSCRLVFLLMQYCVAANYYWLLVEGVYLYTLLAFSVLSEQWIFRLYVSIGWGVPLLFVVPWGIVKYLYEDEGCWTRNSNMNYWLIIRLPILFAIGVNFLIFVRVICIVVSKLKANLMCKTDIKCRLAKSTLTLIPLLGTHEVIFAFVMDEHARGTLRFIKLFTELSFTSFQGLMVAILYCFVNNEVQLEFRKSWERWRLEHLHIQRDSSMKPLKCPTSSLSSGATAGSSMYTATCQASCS
PTHR1 agonist – activates the human parathyroid hormone receptor PTHR1; Q03431; 0.075% of 410,000 active; HEK293 GP2 PTHR1 cells, GloSensor cAMP luminescence, 1 h; Potency, µM (highest dose often 115 µM), for the others: top-dose activation, hits mostly activators; further: potency means the concentration at half of the fitted maximal effect; nearly all actives have a fitted effect of over 55% in size; some results filed as inactive show a strong effect at the top dose; inactives centre near -15; many of its hits are not listed in these tables
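HEK-293-derived GP2 cells expressing PTHR1 and a GloSensor cAMP reporter, 3,000/well, plated overnight, given luciferin plus IBMX (each 0.5 mM as added) for 1 h at 37 °C, then compound for 1 h at 37 °C. Luminescence was read after 15 min at room temperature.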
DRD3 antagonist – D3 dopamine receptor (human) antagonism. P35462. max response, negative = inhibition, %. 2.5% of 360,000 active. AID 652054. D3R cells, DiscoveRx beta-arrestin luminescence, antagonist mode; hits give low values; in the data active means max response below about -50%; inconclusive means no clear call, values can overlap the other calls; further: on the % scale 0 is the no-effect control and ±100 the full control effect; mostly tested at two doses, the higher about 12 µM
Target sequence (P35462 whole entry, looked up): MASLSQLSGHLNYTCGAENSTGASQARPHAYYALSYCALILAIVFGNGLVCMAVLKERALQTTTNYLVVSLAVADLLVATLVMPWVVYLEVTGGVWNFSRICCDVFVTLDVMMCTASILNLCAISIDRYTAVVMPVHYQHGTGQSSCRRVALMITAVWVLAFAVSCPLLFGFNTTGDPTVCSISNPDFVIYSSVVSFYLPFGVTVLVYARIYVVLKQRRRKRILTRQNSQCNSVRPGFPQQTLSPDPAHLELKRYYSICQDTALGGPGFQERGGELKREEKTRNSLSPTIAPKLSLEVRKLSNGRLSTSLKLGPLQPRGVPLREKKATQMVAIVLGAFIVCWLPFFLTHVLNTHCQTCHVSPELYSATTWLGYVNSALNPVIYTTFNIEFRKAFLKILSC
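Cells plated overnight at 1500 cells/well, then exposed to library compounds with dopamine controls for 90 minutes at 37 degrees C. DiscoveRx reagent added for 30–60 minutes at room temperature; luminescence read, quantitative HTS format.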
aSyn yeast inh – inhibitors of alpha-synuclein toxicity in yeast; Yeast expressing alpha-synuclein, growth rescue, BacTiter-Glo, 24 h; Potency, µM (top dose mostly 46.1 µM), for the others: at the highest dose growth rescue (activation), most hits filed as activators; 0.14% of 370,000 active; further: potency means the concentration at half of the fitted maximal effect; % of control where 0% means no effect; nearly all actives have a fitted effect of over 65% in size
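Readout is rescue of growth in alpha-synuclein-expressing yeast, so inhibitors of toxicity appear as activators. Growth after 24 hr at 30 deg C in galactose medium is quantified by luminescence.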
GLP1R cytotox – cytotoxic in the GLP-1 receptor inverse agonist counter-screen; HEK293 cAMP-luciferase reporter cells, luminescence, 24 h; Potency, µM (series often up to 38.3 µM), for inactives: at the highest dose activity change, negative = inhibition, actives largely listed as inhibitors; 0.13% of 410,000 active; AID 624418;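 further: loss of luciferase light is scored as toxicity; potency means the concentration at half of the fitted maximal effect; on the % scale 0 is the no-effect control and ±100 the full control effect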
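To flag toxic compounds, the library was rerun on cells for 24 hr at 37 deg C and 5% CO2. Viability-linked luminescence was captured 12 min after adding luciferase detection reagent.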
DRD3 agonist – agonists of human D3 dopamine receptor; P35462; D3R DiscoveRx beta-arrestin cells, luminescence, 90 min; max activation, %; 0.58% of 410,000 active; AID 652048; in the data active means max activation above about 30%; further: 0% is about no effect; mostly tested at two doses, the higher about 12 µM
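Agonist-mode cell screen: cells plated at 1500/well and incubated overnight at 37 °C, then exposed to library compounds for 90 min at 37 °C. Detection reagent was added for 30–60 min at room temperature, and luminescence was read.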
GLP-1R inv ag – inverse agonists of human GLP-1 receptor. P43220. HEK293 GLP-1R CRE-luciferase, luminescence, 24 h; GLP-1R form is constitutively active. Potency, µM (highest dose often 38.3 µM), for the others: at the top dose activity change, negative = inhibition, hits mostly inhibitors. 1.6% of 410,000 active. AID 624417; further: potency means the concentration at half of the fitted maximal effect; on the % scale 0 is the no-effect control and ±100 the full control effect; nearly all actives have a fitted effect of over 55% in size
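Inverse agonism was detected as reduced cAMP-driven luciferase luminescence after 24 h compound treatment. The cells were HEK293 clones expressing constitutively active human GLP-1R with the reporter. Reporter-only and GPR119 cell lines served as counterscreen controls.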
TDP-43 yeast inh – inhibitors of TDP-43 toxicity in yeast; TDP-43 expressing yeast growth rescue, BacTiter-Glo, 24 h; Potency, µM (doses to about 46.1 µM), inactives show top-dose growth rescue (activation), most hits filed as activators; 1.8% of 410,000 active; further: potency means the concentration at half of the fitted maximal effect; % of control where 0% means no effect; nearly all actives have a fitted effect of over 50% in size
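Yeast expressing TDP-43 (pregrown in raffinose, seeded at OD600=0.02 in galactose medium) exposed to compounds 24 hr at 30 deg C. Growth read by BacTiter-Glo luminescence; rescue of toxicity appears as increased signal.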
The depositor's hits bear a star; i = inactive; ? = inconclusive; nt = no result given; & = joins results of further samples; [ ] = dose if it differs, or a comment. Unless noted, the call rests on the fitted dose curve; in most records, active means well fitted curve in the direction sought with a large enough effect; inconclusive means small, poorly fitted or top-dose-only effect, or another doubt; inactive means no such curve, though single readings can be large; an effect the other way counts as inactive or inconclusive. Only part of the results is shown; count on the stated rates, not on these rows.

item	canonical_smiles	KB-V1 cytotox	aSyn yeast inh	TDP-43 yeast inh	DRD3 antagonist	GLP-1R inv ag
1	COc1ccc(NC(=O)c2ccc(CNc3c(NC4CCCCC4)c(=O)c3=O)cc2)cc1OC	10%&10%	-14%&5%	-1%&15%	6&-17	3%&22%
2	COC(=O)C1CC2=C(CCCC2=O)N(c2ccccc2)C1=O (stereo unspecified)	-6%	-2%	7%	?	16%
3	Cc1onc(-c2ccccc2)c1C(=O)OCC(=O)Nc1ccc(OC(F)(F)F)cc1	-12%	0%	16µM*	27	?
4	COc1ccc(-c2nnc(SCC(=O)c3cccs3)o2)c(OC)c1	?	-2%	-21%	-9	0%
5	Cc1ccc(-c2noc(CNS(=O)(=O)c3ccccc3)n2)cc1	?	-1%	13%	-16	?
6	CC(=O)C[C@@H]1OC2CCCCC2N1S(=O)(=O)c1ccc(C)cc1 (stereo partly specified)	-7%	10%	3%	6	1%
7	O=C(CCn1c(=O)[nH]c2ccsc2c1=O)N1CCN(Cc2ccc3c(c2)OCO3)CC1	?	1%	-5%	-25	-14%
8	CCc1nc2c(OCC3CCCCC3)cccn2c1N(C=O)Cc1ccc(OC)cc1	-20%	6%	28%	8	?
9	CC(=O)Nc1ccc(S(=O)(=O)NNC(=O)C(=O)NNc2ccccn2)cc1	10%	-2%	-4%	132	5%
10	COc1ccc(S(=O)(=O)N2CCN(C(=O)c3ccc([N+](=O)[O-])o3)CC2)cc1	-20%	?	25%	0	1%
11	O=C(COC(=O)c1ccc(-c2cnc3ccccc3n2)cc1)c1ccccc1	-26%	1%	14%	11	29%
12	COc1ccccc1C(=O)OCC(=O)Nc1cccc(S(=O)(=O)NC2=NCCCCC2)c1	nt	4%	17%	-12	17%

item	DRD3 agonist	GLP1R cytotox	PTHR1 agonist	GLP-1R agonist
1	-18&-8	-12%&3%	-5%	1%&-1%
2	-16	1%	-6%	5%
3	5	-16%	-37%[inhibitor]	-7%
4	1	2%	-33%[inhibitor][57.5 µM]	7%
5	-6	17%	-17%	0%
6	2	0%	-22%	nt
7	-1	-12%	i	3%
8	-6	3%	-41%[inhibitor]	3%
9	7	1%	-3%	-1%
10	2	?	i	7%
11	-10	8%	i	-2%
12	13	-2%	i	14%

The results go on:
item	canonical_smiles	KB-V1 cytotox	aSyn yeast inh	TDP-43 yeast inh	DRD3 antagonist	GLP-1R inv ag
13	O=C(NCCc1ccc(F)cc1)c1ccc(S(=O)(=O)N2CCCC2)cc1	?	9%	15%	10	-14%
14	CCOc1ccc(NC(=O)Nc2ccccc2SC)cc1	?	-12%	6%	0	?
15	N#CCSc1nn(-c2ccc(F)cc2)c(=S)s1	-8%	-6%	16µM*	-4	-8%[0.307 µM]
16	O=C(Nc1ccc(CSc2ccccc2)cc1)c1ccccc1	1%	-2%	-2%[9.22 µM]	15	2%[7.66 µM]
17	CCOc1ccccc1CNC(=O)C1CCN(c2nnc(C)c3c(C)n(-c4ccc(C)cc4)nc23)CC1	0%&-25%	1%	-2%&7%	2	-24%&-14%
18	O=C(NC1CCCCC1)c1ccc(S(=O)(=O)N2CCCCC2)cc1	-20%	14%	3%	14	-8%
19	Cc1cc(N2C(=O)C(=O)/C(=C(/O)c3ccc(F)cc3)C2c2ccc(F)cc2)no1 (stereo unspecified)	8%	-2%	-1%	-10	-14%
20	C=CCN(C(=O)c1csnn1)C(C(=O)NCc1ccccc1)c1cccs1 (stereo unspecified)	-9%	6%	-1%	3	-17%
21	Cc1nn(Cc2ccc(C(=O)n3cccn3)o2)c(C)c1Br	-15%	12%	19%	-22	0%
22	COc1ccc(C2CC(C(F)(F)F)n3nc(CO)c(Cl)c3N2)cc1OC (stereo unspecified)	-21%	-1%	-25%	-27	0%
23	COc1ccccc1NC(=O)CCN1C(=O)C2CC=CCC2C1=O (stereo unspecified)	-3%	-9%	-5%	-20	28%
24	CCN(CC)C(=O)CSc1nnc(SC(C)C(=O)NC2CC2)s1 (stereo unspecified)	26µM*	-3%	26%	-16	13%

item	DRD3 agonist	GLP1R cytotox	PTHR1 agonist	GLP-1R agonist
13	-15	-18%	-8%	0%
14	-16	3%	-24%	1%
15	-17	-5%[0.307 µM]	i	1%
16	-1	6%[7.66 µM]	-12%	0%
17	-3&-2	-32%&-4%	-14%	-1%
18	-1	0%	-14%	3%
19	-4	8%	-14%	-3%
20	-4	0%	i	3%
21	-4	-3%	i	-7%
22	-2	7%	?	8%
23	-6	2%	-22%	-2%
24	-5	2%	i	2%

Continued:
item	canonical_smiles	KB-V1 cytotox	aSyn yeast inh	TDP-43 yeast inh	DRD3 antagonist	GLP-1R inv ag
25	CCS(=O)(=O)Nc1cccc(C2=NN(S(=O)(=O)c3ccccc3)C(c3ccco3)C2)c1 (stereo unspecified)	4%	-6%	-13%	-1	?
26	CC(=O)Nc1cc2nn(-c3ccccc3)nc2cc1C	10%	5%	23%	7	?
27	Cc1ccc(/C=N/NC(=O)CCSc2ccccc2)cc1	0%	-8%	21%	14	?
28	O=C(Nc1ccc(-c2nc3ccccc3[nH]2)cc1)C1CCCO1 (stereo unspecified)	?	-69%[inhibitor]	-59%[inhibitor]	14	?
29	Cc1ccc(SCC(=O)N(C)C2CCS(=O)(=O)C2)c(C)c1 (stereo unspecified)	-13%	-14%	-15%	-7	-24%
30	CN(Cc1ccc2nsnc2c1)C(=O)C1CCC(=O)N(CCc2ccccc2)C1 (stereo unspecified)	?	0%	14%	-15	17%
31	Cc1ccc(S(=O)(=O)N2CCCC2C(=O)N2CCCCCC2)cc1 (stereo unspecified)	-6%	-7%	-15%	-12	2%
32	O=C(CN1CCN(c2nc(-c3ccccc3)cs2)CC1)Nc1ccc2c(c1)OCO2	-6%	7%	-6%	20	?
33	Cc1cccc(C(=O)OC2CCCN(C)C2)c1C (stereo unspecified)	0%	-4%	0%	-24	-14%
34	O=C(/C=C/c1cccc(Br)c1)NCc1ccncc1	-5%	1%	6%	-6	2%
35	Cc1ccc(OCCSc2nc(N)cc(N)n2)cc1	6%	-17%	-20%	-10	124%[activator]
36	C=CCN1CC(c2nc3ccccc3n2CCOc2ccccc2)CC1=O (stereo unspecified)	15µM*	3%	-28%	-11	4%

item	DRD3 agonist	GLP1R cytotox	PTHR1 agonist	GLP-1R agonist
25	-11	0%	-10%	15%
26	-1	-1%	-41%[inhibitor]	0%
27	1	3%	i	21%
28	-4	2%	-20%	-4%
29	-10	2%	0%	1%
30	1	4%	-8%	6%
31	0	-9%	i	1%
32	12	-12%	-31%[inhibitor]	-1%
33	-20	1%	i	2%
34	-13	10%	i	4%
35	3	-6%	-13%	37%
36	-10	-17%	i	0%

Given with each value named: part of the list above.
[33] Cc1cccc(C(=O)OC2CCCN(C)C2)c1C (stereo unspecified)
  KB-V1 cytotox: 0%	aSyn yeast inh: -4%	TDP-43 yeast inh: 0%	DRD3 antagonist: -24	GLP-1R inv ag: -14%	DRD3 agonist: -20	GLP1R cytotox: 1%	PTHR1 agonist: i	GLP-1R agonist: 2%

[34] O=C(/C=C/c1cccc(Br)c1)NCc1ccncc1
  KB-V1 cytotox: -5%	aSyn yeast inh: 1%	TDP-43 yeast inh: 6%	DRD3 antagonist: -6	GLP-1R inv ag: 2%	DRD3 agonist: -13	GLP1R cytotox: 10%	PTHR1 agonist: i	GLP-1R agonist: 4%

(list continues)
item	canonical_smiles	KB-V1 cytotox	aSyn yeast inh	TDP-43 yeast inh	DRD3 antagonist	GLP-1R inv ag
37	CCCN(CCC)C(=O)Cn1c(=O)n(CCCCCC(=O)NCc2ccccc2Cl)c(=O)c2sccc21	nt	nt	4%	nt	-1%
38	CCOCCCNC(=O)c1c(NC(=O)c2nc(SC)ncc2Cl)sc2c1CCCC2	-17%	4%	-2%	nt	11%
39	CCCn1nnc2c(=O)oc3ccccc3c21	19%	-5%	26%	14	6%
40	O=C(NCCCn1ccnc1)c1ccccc1Br	-3%	2%	2%	-10	-25%
41	O=C(CSc1n[nH]c(=O)n1C1CC1)Nc1ccc(Cl)cc1Cl	-9%	1%	19%	3	24%
42	COc1ccccc1NC(=O)c1oc2ccccc2c1C	3%	-6%	22%	16	7%
43	CCOC(=O)C1=C(COC(=O)C(CC)Oc2ccccc2)NC(=O)NC1C (stereo unspecified)	0%	1%	-6%	0	3%
44	CCOC(=O)C1=C(O)/C(=C\c2cccc(OC)c2)N=C1C	8%	-1%	2%	-20	7%
45	Cc1cc(C)c(C(=O)COC(=O)c2cccc(S(=O)(=O)N3CCOCC3)c2)cc1C	3%	-3%	-8%	20	6%

item	DRD3 agonist	GLP1R cytotox	PTHR1 agonist	GLP-1R agonist
37	-10	5%	i	nt
38	-6	-4%	-13%	nt
39	-2	-9%	i	0%
40	-2	-2%	i	5%
41	-3	-13%	-83%[inhibitor]	5%
42	-1	1%	i	19%
43	-8	7%	-38%[inhibitor]	11%
44	-2	3%	-2%[57.5 µM]	0%
45	-5	-5%	-75%[inhibitor]	-4%

Bioassay records as filed in PubChem BioAssay.
